Bioassay records as filed in PubChem.
OXTR agonist: agonists of human oxytocin receptor | CHO-OTR cells, Fluo-8 calcium fluorescence; normalized: DMSO 0%, oxytocin 100% | actives 0.32% (n = 320,000) | P30559 | activation, % at 3 µM | AID 2435;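 active = activation above the mean of all tested compounds plus 3 SD, cutoff set per screening run, cut at about 20% in these data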;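 also: peak over basal fluorescence ratio from a 100 s FLIPR kinetic read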
OXTR potentiator: potentiates the human oxytocin receptor response; P30559; CHO-OTR cells, Fluo-8 calcium fluorescence, potentiator mode; 0% = oxytocin EC15, 100% = EC100; activation, % at 3 µM; actives 0.061% (n = 320,000);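 active = activation above that plate's cutoff, the mean activation of tested compounds plus 3 SD, cut at about 6.6% in these data, passing the limit was not always enough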;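 also: 100% uses oxytocin at 75 nM as the full agonist control; some results filed as inactive read as strong as hits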
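test system = CHO-OTR cells, human receptor | compound = single-point 3.0 µM | schedule = 6 min compound pre-incubation at room temperature, 100 s kinetic read | signal = Fluo-8 no-wash calcium dye fluorescence, excitation 470-495 nm, emission 515-575 nm | repeats = single well per compound, singlicate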
TAAR1 agonist: human TAAR1 agonism. CHO RD-HGA16 TAAR1, Fluo-8 calcium fluorescence; vehicle wells 0%, saturating PEA agonist 100%. activation, % at 3 µM. actives 0.99% (n = 360,000). AID 624467;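 active = activation above the mean activation of all test compounds in the run plus 3 SD, cut at about 38% in these data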
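System: CHO-derived RD-HGA16 cells with stable Gα16 and human TAAR1 / Times: 17-24 h plating, Fluo-8 75 min 37 °C, 30 min RT / Technique: calcium-sensitive Fluo-8 signal, excitation 470-495, emission 515-575 nm / Measure: % activation relative to PEA EC100 response / Benchmarks: DMSO and PEA EC100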
V1aR counter: activates human V1a receptor in oxytocin agonist counter-screen | actives 0.25% (n = 320,000) | activation, % at 3 µM | AID 2797 | CHO-V1R cells, Fluo-8 calcium fluorescence, agonist mode; 0% DMSO, 100% 3 nM vasopressin;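 active = activation above the mean activation of all tested compounds plus 3 SD, per screening run, cut at about 20% in these data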;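 also: signal is peak over basal fluorescence ratio across a 100 second FLIPR read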
Target sequence (P37288 whole entry, looked up): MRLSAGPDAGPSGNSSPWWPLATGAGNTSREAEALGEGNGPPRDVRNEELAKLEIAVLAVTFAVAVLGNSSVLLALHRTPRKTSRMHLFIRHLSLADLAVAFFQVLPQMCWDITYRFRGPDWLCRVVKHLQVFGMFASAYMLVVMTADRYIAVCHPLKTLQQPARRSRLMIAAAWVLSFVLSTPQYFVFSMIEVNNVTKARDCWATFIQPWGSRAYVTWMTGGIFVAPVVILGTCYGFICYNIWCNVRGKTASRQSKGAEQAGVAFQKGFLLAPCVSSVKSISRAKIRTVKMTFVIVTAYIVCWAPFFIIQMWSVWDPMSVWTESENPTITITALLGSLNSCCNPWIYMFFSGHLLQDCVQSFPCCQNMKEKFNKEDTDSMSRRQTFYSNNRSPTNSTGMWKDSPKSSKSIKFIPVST
M1 antag: blocks human M1 muscarinic receptor; actives 1.3% (n = 360,000); P11229; CHO-K1 hM1, Fluo-8 calcium fluorescence, ACh EC80 antagonist; inhibition, % at 3 µM;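 active = percent inhibition above its own plate's cutoff, namely the mean of that plate's compound wells plus 3 SD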;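 also: peak over basal fluorescence ratio during 140 s after agonist addition; 0% = ACh EC80 plus DMSO and 100% = DMSO alone without agonist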
Target sequence (P11229 whole entry, looked up): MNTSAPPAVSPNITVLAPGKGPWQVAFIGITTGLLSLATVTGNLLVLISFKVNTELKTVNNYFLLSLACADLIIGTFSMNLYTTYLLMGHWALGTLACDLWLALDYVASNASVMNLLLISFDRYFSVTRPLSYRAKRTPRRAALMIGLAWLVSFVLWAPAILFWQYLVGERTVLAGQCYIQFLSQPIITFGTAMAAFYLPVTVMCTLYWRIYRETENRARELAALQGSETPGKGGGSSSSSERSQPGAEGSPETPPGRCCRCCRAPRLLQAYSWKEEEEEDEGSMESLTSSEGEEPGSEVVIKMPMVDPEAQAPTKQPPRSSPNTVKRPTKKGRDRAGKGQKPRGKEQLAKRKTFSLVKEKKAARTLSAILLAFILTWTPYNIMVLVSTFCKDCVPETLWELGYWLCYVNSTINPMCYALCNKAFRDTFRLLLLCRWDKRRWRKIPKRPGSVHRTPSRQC
TAAR1 antag: antagonists of human TAAR1; Q96RJ0; CHO RD-HGA16 TAAR1, Fluo-8 calcium fluorescence, antagonist; inhibition, % at 3 µM; actives 1.5% (n = 360,000);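 active = inhibition above a per-plate cutoff, the mean inhibition of test compounds on that plate plus 3 SD, cut at about 49% in these data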;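 also: 0% = DMSO plus EC80 beta-PEA response and 100% = DMSO alone without agonist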
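Test system – hTAAR1-expressing CHO RD-HGA16 cells, Gα16-coupled · Also added – β-PEA at EC80 concentration, post-compound challenge · Compound – 3 µM, single point · Incubation – dye loading 75 min at 37 °C, then 30 min room temperature · Measured by – Fluo-8 intracellular calcium dye fluorescence, real-time kinetic reads · Benchmarks – vehicle and agonist controls · Replicates – singlicate, one well per test compound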
CHRM1 PAM: human CHRM1 positive allosteric modulation. CHO-K1 hM1, Fluo-8 calcium fluorescence, ACh EC20; 0% = ACh EC20, 100% = maximal ACh. activation, % at 3 µM. actives 0.088% (n = 360,000). AID 588819; in the data active = activation above about 19%, passing the limit was not always enough
CHO parental Ca: signal in parental CHO cells, OX1R antagonist counter-screen | parental CHO-K1, ATP-induced calcium, Fluo-8 fluorescence | inhibition, % at 5.6 µM | actives 0.63% (n = 330,000) | AID 463079;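 active = inhibition above that plate's mean sample inhibition plus 3 SD, cut at about 26% in these data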;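 also: 0% = ATP-challenged DMSO wells and 100% = DMSO wells without ATP; some compounds past the cut are filed as inactive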
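Material: parental CHO cells / Compound: single nominal dose of 5.6 µM per compound / Signal: Fluo-8 fluorescence / Replicates: singlicate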
CHRM1 agonist: agonists of human M1 muscarinic receptor. AID 588814. actives 0.33% (n = 360,000). activation, % at 3 µM. CHO-K1 hM1, Fluo-8 calcium fluorescence, agonist mode; 0% DMSO, 100% acetylcholine EC100. P11229;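 active = activation above the run's mean compound activation plus 3 SD, cut at about 16% in these data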;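 also: peak over basal fluorescence ratio within a 140 s kinetic read after compound addition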
The depositor's hits bear a star; / = no result given.

SMILES	OXTR agonist	OXTR potentiator	TAAR1 agonist	V1aR counter	M1 antag	TAAR1 antag	CHRM1 PAM	CHO parental Ca	CHRM1 agonist
CC(C(=O)N1CCc2ccccc21)N1CCN(S(=O)(=O)c2ccc(C(F)(F)F)cc2)CC1 (stereo not drawn)	-1.9	-12	-1	0.1	2	-41	-3	-36	-4
O=C(CCN1C(=O)/C(=C/c2ccccc2)SC1=S)NCCc1ccc(O)cc1	13	-16	/	11	34	/	-15	-6	5
O=C(CN1C(=O)c2cccc3cccc(c23)C1=O)N1CCOCC1	-0.5	-4	0	0.0	1	-9	-4	-8	-7
O=C(CNC(=O)c1ccccc1)OCc1cc(=O)n2cc(Br)ccc2n1	-0.7	-1	-1	0.0	-2	-5	5	-12	-6
CC(C)c1ccc(CN2CCC(C)(Oc3ccc(Cl)cc3)C2)cc1 (stereo not drawn)	/	/	0	/	-9	-4	6	/	-6
O=C(Nc1ccc([N+](=O)[O-])cn1)c1ccc(Br)o1	-2.5	1	0	-0.6	-10	-17	11	-10	-8
COc1cc(-c2noc(C)c2C(=O)NCCc2c[nH]c3ccccc23)cc(OC)c1OC	2.8	-10	15	1.0	-1	44	2	-11	-4
Cc1ccc(-c2nc(N)nc(N)n2)c(C)c1	-1.6	-4	12	-0.2	-5	-18	7	-4	-5
CCOC(=O)N1CCC(NC(=O)c2ccc3c(c2)N=C(C)c2c(C)ccc(C)c2S3)CC1	-2.6	-5	-1	0.7	-5	-26	4	-32	-5
COC(=O)c1ccc(S(=O)(=O)N2CCC(C(N)=O)CC2)n1C	0.2	-8	2	-0.8	-17	-5	19	-3	1
Clc1ccccc1CSc1nnc([C@@H]2CCCN2)o1	-0.9	-9	1	-0.3	-7	-23	3	9	-3
C=C1c2cc(OC)ccc2NC(=O)N1CC	0.3	-4	2	0.3	-24	8	5	1	-2
CC1CCN(C(=O)CCC(=O)Nc2ccc([N+](=O)[O-])cc2)CC1	/	/	0	/	-4	-24	12	/	-1
CCOc1nc2cnccc2n(CC(=O)Nc2ccccc2F)c1=O	0.6	-8	1	-0.4	-5	-11	4	-6	-2
CCc1sc(C(=O)N2CCCN(C)CC2)cc1Br	0.6	-8	0	0.0	-7	-9	-3	-16	-6
Cc1nc2ccc(NC(=S)NCc3ccccc3)cc2nc1C	1.4	-5	6	1.8	-3	-8	3	0	-5
CCCCn1c(N)c(N(CCOC)C(=O)CCNC(=O)c2ccc(Br)cc2)c(=O)[nH]c1=O	0.7	-10	4	0.2	-7	-21	6	-8	-1
Cn1cccc1/C=N/NC(=O)C12CC3CC(CC(C3)C1)C2	-1.8	-2	1	0.0	-3	-6	1	-10	-3
NC(=O)NC(=O)CN1c2cccc3cccc(c23)S1(=O)=O	3.5	-4	5	-0.1	-14	3	8	-3	2
O=C(CNC(=O)c1cccnc1)N/N=C/c1cccnc1	0.0	-7	16	1.8	-8	-4	5	-3	-5
Cc1ccc(S(=O)(=O)N2CCN(C(=O)c3ccc(-n4cncn4)c([N+](=O)[O-])c3)CC2)cc1	-1.7	4	0	-0.6	2	-17	-2	-3	-6
COc1ccc(/C=C(\NC(=O)c2cccs2)C(=O)Nc2cccc3ccccc23)cc1OC	1.7	-7	13	2.6	0	30	-3	-8	-4
OCC1OC(n2ccc3c(NO)ncnc32)C(O)C1O (stereo not drawn)	/	/	2	/	-15	-7	8	/	-1
O=C(c1ccc(Oc2ccccc2)cc1)C1CCCN(C(=O)c2cnccn2)C1 (stereo not drawn)	1.8	-6	1	7.7	-1	7	-3	-3	-5

One compound at a time, from the list above. Values in the order: OXTR agonist, OXTR potentiator, TAAR1 agonist, V1aR counter, M1 antag, TAAR1 antag, CHRM1 PAM, CHO parental Ca, CHRM1 agonist
`CCCCn1c(N)c(N(CCOC)C(=O)CCNC(=O)c2ccc(Br)cc2)c(=O)[nH]c1=O` as listed: 0.7, -10, 4, 0.2, -7, -21, 6, -8, -1
`CCc1sc(C(=O)N2CCCN(C)CC2)cc1Br` as listed: 0.6, -8, 0, 0.0, -7, -9, -3, -16, -6
`CC1CCN(C(=O)CCC(=O)Nc2ccc([N+](=O)[O-])cc2)CC1` as listed: /, /, 0, /, -4, -24, 12, /, -1
`Cc1ccc(S(=O)(=O)N2CCN(C(=O)c3ccc(-n4cncn4)c([N+](=O)[O-])c3)CC2)cc1` as listed: -1.7, 4, 0, -0.6, 2, -17, -2, -3, -6
`CCOc1nc2cnccc2n(CC(=O)Nc2ccccc2F)c1=O` as listed: 0.6, -8, 1, -0.4, -5, -11, 4, -6, -2

Additional results.
SMILES	OXTR agonist	OXTR potentiator	TAAR1 agonist	V1aR counter	M1 antag	TAAR1 antag	CHRM1 PAM	CHO parental Ca	CHRM1 agonist
N#Cc1ccccc1S(=O)(=O)Nc1ccc2c(c1)OCCO2	0.2	-11	4	0.8	3	-15	-4	6	-2
Cc1ccc(/C=N/n2cnc3sc(C)c(C)c3c2=O)o1	-0.4	0	2	0.0	-11	4	17	-14	-11
COC(=O)C1=C(C)N(CCCC(=O)O)C(=O)NC1c1ccc(C(F)(F)F)cc1 (stereo not drawn)	-0.3	-4	15	0.3	-10	-11	12	-10	-2
COC(=O)c1c(N2C(=O)[C@H]3[C@@H](C2=O)[C@]2(C(=O)Nc4ccccc42)N2CCC[C@@H]32)sc(C)c1C	0.5	-7	/	0.2	/	/	/	-8	/
c1ccc(CNc2ncnc3[nH]ncc23)cc1	/	/	2	/	-14	-29	7	/	3
COc1ccc(C)cc1NC(=O)c1ccccc1N(C)S(=O)(=O)c1ccccc1	-1.7	2	-1	-0.3	-6	-7	10	21	0
CCC1Sc2ccc(S(=O)(=O)CCC(=O)NC3CCCCCC3)cc2NC1=O (stereo not drawn)	3.3	-9	3	5.0	-7	21	5	-14	0
COc1cc(NC(=O)c2c(F)c(F)c(F)c(F)c2F)c(OC)cc1Cl	-2.0	-4	8	-0.8	9	11	-20	-12	-7
C/C(=N\NC(=S)NCCc1ccccc1)c1cccs1	-1.2	-7	-2	-0.4	7	0	-9	-29	-10
CCCCN(C(=O)C1CCCC1)c1c(N)n(CC(C)C)c(=O)[nH]c1=O	1.4	-6	3	0.5	-27	8	30*	-10	1
CCCN(CC(=O)Nc1ccccc1C)C(=O)Cc1coc2cc(C)ccc12	-1.8	-8	0	-0.7	-21	-37	14	-18	-2
CC(=O)/C=C/c1ccccc1O	0.4	0	2	1.2	3	-10	-3	-4	-5
Cc1cccc(C)c1NC(=O)CSc1nc(N2CCOCC2)nc(N2CCOCC2)n1	-0.4	-3	0	-0.3	-1	3	3	11	-4
COc1ccc(S(=O)(=O)N2CC(=O)Nc3ccccc32)cc1C	-0.2	1	5	0.3	-11	3	13	-1	-4
O=c1cc(CN2CCN(c3cccc(C(F)(F)F)c3)CC2)nc2sccn12	3.9	-2	-2	1.4	/	-1	/	-10	/
Nc1cccc(/C=C/C(=O)O)c1	0.7	1	-1	1.0	-6	-8	3	-13	-2
Cc1ccc(S(=O)(=O)Oc2ccc(/C=N/N=C3/NC(=O)C(CC(=O)O)S3)cc2)cc1[N+](=O)[O-] (stereo not drawn)	0.1	-13	1	0.4	-5	-21	5	-6	-3
Cc1ccc([C@H]2C[C@@H](n3cc(COC(=O)c4ccccc4)nn3)[C@H](O)CN2C(=O)C2CCCCC2)cc1	/	/	3	/	1	16	0	/	-1
Cc1ccc(NC(=O)CN(C)C(=O)Cc2ccc3c(c2)CCC3)cc1	/	/	1	/	-23	-2	17	/	-5
CCCC(=O)Nc1nn(C)c2nc3ccc(C)cc3cc12	-2.0	-1	3	-0.5	-9	-9	9	-14	-6
CCOc1ccc(-c2c(C(=O)N/N=C/c3cccc(Br)c3)nnn2-c2nonc2N)cc1	1.2	-3	6	0.8	0	-31	5	0	-3
Cc1c(Cl)cnc(NC(=O)COC(=O)C2CC2)c1Cl	1.1	-2	1	1.5	-6	6	9	-18	-4
CC(CC#CCN1CCOCC1)OCCC#N (stereo not drawn)	1.1	-4	1	3.1	-6	-13	3	-3	-4
CC(O)CNc1nc2sc3c(c2c(=O)n1CCc1ccccc1)CCCCC3 (stereo not drawn)	-0.4	-14	4	-0.6	7	30	3	-10	-5

Some of the entries so far, with values under each structure.
Screens in order – OXTR agonist	OXTR potentiator	TAAR1 agonist	V1aR counter	M1 antag	TAAR1 antag	CHRM1 PAM	CHO parental Ca	CHRM1 agonist
CCOc1ccc(-c2c(C(=O)N/N=C/c3cccc(Br)c3)nnn2-c2nonc2N)cc1
→ 1.2	-3	6	0.8	0	-31	5	0	-3
Cc1c(Cl)cnc(NC(=O)COC(=O)C2CC2)c1Cl
→ 1.1	-2	1	1.5	-6	6	9	-18	-4
CC(CC#CCN1CCOCC1)OCCC#N (stereo not drawn)
→ 1.1	-4	1	3.1	-6	-13	3	-3	-4

(more compounds)
SMILES	OXTR agonist	OXTR potentiator	TAAR1 agonist	V1aR counter	M1 antag	TAAR1 antag	CHRM1 PAM	CHO parental Ca	CHRM1 agonist
Cn1cc2cc([N+](=O)[O-])ccc2n1	0.8	-9	1	-0.2	4	-27	1	8	23*
COC(=O)CSc1nc(C)c2ccc(OC)cc2n1	0.2	-3	7	-0.9	2	-17	5	-9	-6
COc1ccc(CC(=O)OCn2nnc3ccccc3c2=O)cc1	0.3	-3	4	0.5	-7	16	1	-15	-3
O=S(=O)(NCCOc1ccccc1F)c1ccc(Cl)cc1F	0.7	2	1	0.1	10	-8	0	7	-3
CC(=O)NC(=S)NNC(=O)COc1ccc([N+](=O)[O-])cc1	-0.4	-14	2	0.2	-2	0	0	10	-4
N#CCN1C(=O)C(=O)N(Cc2cccc(C(F)(F)F)c2)C1=O	-1.0	-7	-1	0.4	4	19	1	1	-2
O=C(c1ccc(F)cc1)N1CCC(O)(c2cccnc2)CC1	-0.4	-13	3	1.2	-8	-4	6	-11	-3
O=C(Cc1ccccc1F)NC1CCSc2ccccc21 (stereo not drawn)	-1.2	-3	2	-0.5	-2	-23	3	-6	-5
